Screening data from PubChem BioAssay.
PRMT1 inh – PRMT1 (human) inhibition, primary screen. Q99873. recombinant PRMT1, activity-based probe fluorescence polarization. inhibition, % at 2.79 µM. 1.3% of 370,000 active. AID 652257;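 active = inhibition above about 21% made by adding two undisclosed values, limit read from the data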
NR1D1 modulator – Rev-erb alpha (human) modulation | P20393 | Rev-erbα–FITC-DNA binding, fluorescence polarization, 90 min | activity, % at 10 µM | 0.79% of 370,000 active | AID 1259318;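 active = activity above about 14%, limit read from the data; passing the limit was not always enough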;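 note: 0% = DMSO wells with 35 nM protein and 100% = DMSO wells with 750 nM protein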
LEDGF integ inh – blocks HIV-1 LEDGF/p75-dependent DNA integration; inhibition, % at 3.7 µM; TR-FRET IN-LEDGF/p75 DNA integration, Eu/Cy5; 0.64% of 370,000 active;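 active = inhibition above the screen-wide mean plus 3 SD, cut at about 13% in these data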;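 note: signal is the Cy5 over europium emission ratio at 671 and 618 nm; 0% = plate median of compound wells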
TCR-CD3 inh – blocks the human TCR-CD3 interaction. inhibition, % at 9.4 µM. AID 651800. 0.37% of 360,000 active. TAMRA-labeled TCR probe fluorescence, biochemical; in the data active = inhibition above about 19%;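 note: recombinant mutant TCR 2C K166C tagged with TAMRA read by polarization; 0% = receptor in buffer alone and 100% = receptor with positive control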
rCAG RNA binder – r(CAG) repeat RNA binding. TO-PRO-1 dye displacement fluorescence. inhibition, % at 3 µM. 1.3% of 370,000 active;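 active = inhibition above the plate cutoff, the mean of all test compounds on that plate plus 3 SD, cut at about 35% in these data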;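 note: 0% = DMSO alone and 100% = 100 µM mitoxantrone as full dye displacement; higher means more dye released from RNA so lower well fluorescence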
mABHD4 FP – ABHD4 (mouse) inhibition, primary FP screen. 0.54% of 370,000 active. purified mABHD4, FP-Rh probe fluorescence polarization. inhibition, % at 8.92 µM. Q8VD66;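 active = inhibition exceeding the mean over every tested compound plus 3 SD, cut at about 30% in these data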;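 note: 0% = plate median of compound wells and 100% = S159A mutant with DMSO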
Target sequence (Q8VD66 whole entry, looked up): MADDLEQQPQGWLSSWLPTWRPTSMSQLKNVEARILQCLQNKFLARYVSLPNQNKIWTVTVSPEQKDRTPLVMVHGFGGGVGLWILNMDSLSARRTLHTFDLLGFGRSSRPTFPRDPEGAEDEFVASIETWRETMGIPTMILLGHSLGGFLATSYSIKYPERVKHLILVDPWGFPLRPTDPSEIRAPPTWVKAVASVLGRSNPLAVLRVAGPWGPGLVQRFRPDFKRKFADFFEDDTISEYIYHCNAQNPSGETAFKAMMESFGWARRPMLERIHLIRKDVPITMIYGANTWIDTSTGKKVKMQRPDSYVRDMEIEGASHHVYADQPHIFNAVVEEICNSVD
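Doses – 8.92 µM, single dose · Material – wild-type mouse ABHD4 protein · Replication – single well per compound (singlicate) · Measure – percent inhibition of probe binding, normalized to plate controls · Schedule – 45 min compound pre-incubation plus 60 min probe step, 25 °C · Detection – fluorescence polarization with parallel and perpendicular emission, 525/598 nm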
PG9 binder – small molecules binding HIV-1 gp120 antibody PG9. 0.43% of 360,000 active. TR-FRET gp120-PG9 antibody binding. inhibition, % at 6.7 µM. AID 624416; in the data active = inhibition above about 8.5%
HTRA1 inh – inhibitors of human serine peptidase HTRA1 | recombinant HTRA1, FP-rhodamine activity-based probe, fluorescence polarization | inhibition, % at 5.96 µM | 0.5% of 340,000 active | AID 504803; in the data active = inhibition above about 36%;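 note: 0% = enzyme with DMSO and 100% = wells lacking enzyme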
Target sequence (Q92743 whole entry, looked up): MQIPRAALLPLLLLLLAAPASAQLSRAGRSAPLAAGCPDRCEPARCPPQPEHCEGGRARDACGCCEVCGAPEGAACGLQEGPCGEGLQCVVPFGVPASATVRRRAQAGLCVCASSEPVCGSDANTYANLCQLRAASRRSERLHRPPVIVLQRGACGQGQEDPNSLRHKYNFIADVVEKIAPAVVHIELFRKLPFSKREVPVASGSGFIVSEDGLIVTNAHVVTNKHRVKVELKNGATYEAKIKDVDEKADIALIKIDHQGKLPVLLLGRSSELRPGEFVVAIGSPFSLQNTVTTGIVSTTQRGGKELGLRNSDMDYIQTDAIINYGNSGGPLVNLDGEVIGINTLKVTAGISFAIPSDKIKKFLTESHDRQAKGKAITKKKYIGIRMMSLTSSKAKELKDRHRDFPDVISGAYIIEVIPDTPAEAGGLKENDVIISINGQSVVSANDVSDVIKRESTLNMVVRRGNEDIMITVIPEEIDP
TDP2 inh – TDP2 (human) inhibition, absorbance primary screen | inhibition, % at 12.8 µM | AID 720702 | recombinant TDP2, T5PNP hydrolysis, p-nitrophenol absorbance 415 nm | 0.34% of 370,000 active;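 active = inhibition above the mean of all tested compounds plus 3 SD, set per campaign, cut at about 25% in these data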;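 note: 0% = DMSO with enzyme and 100% = buffer with substrate but no TDP2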
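Read-out basis: percent inhibition. System: recombinant human TDP2. Buffer or medium: Mg2+-containing Tris-HCl buffer, pH 7.5. Repeats: single replicate. Timing: reaction 2 h, 37 °C. Benchmarks: high control without enzyme, low control DMSO plus TDP2. Probe or stimulus: 5 mM T5PNP. Doses: 12.8 µM only. Measured by: epi absorbance of p-nitrophenol freed from T5PNP by hydrolysis.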
SIAE primary – inhibitors of human sialic acid acetylesterase SIAE. AID 1053197. SIAE FP-Rh probe binding, fluorescence polarization. inhibition, % at 9.66 µM. Q9HAT2. 0.69% of 370,000 active;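 active = inhibition above a cutoff: mean of compounds within the control limits plus 3 SD of those, cut at about 17% in these data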;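 note: 0% = plate median of compound wells and 100% = probe without SIAE protein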
The depositor's hits bear a star; nt = not tested or not shown. An excerpt (hit frequency here may not be typical).

Molecule	PRMT1 inh	NR1D1 modulator	LEDGF integ inh	TCR-CD3 inh	rCAG RNA binder	mABHD4 FP	PG9 binder	HTRA1 inh	TDP2 inh	SIAE primary
O=c1c(O)c(-c2ccc(O)c(O)c2)oc2cc(O)ccc12	4	-5	79*	18	13	27	0.4	39*	3	0
CN1C2=N[C@H](c3cccc(C(F)(F)F)c3)CC(=O)N2/C(=C\c2ccccc2)[C@H]1c1ccccc1	-3	5	2	nt	nt	-2	nt	nt	-2	1
COc1ccc(/C=C2\NC(=S)N(CC3CCCO3)C2=O)c(OC)c1 (stereo unspecified)	-2	-5	-3	2	-1	3	-8.3	-3	-20	10
CCOC(=O)CC[C@H](NC(=O)Cn1cnc2c(SC)nc(N)nc21)C(=O)OCC	-2	1	-2	3	-1	2	-1.0	-3	4	-3
CSCC(C)N1CCC(n2nccc2NC(=O)CCCc2ccccc2)CC1 (stereo unspecified)	30*	4	-1	1	-25	-10	-0.7	9	-8	-5
Cc1ccc(NC(=O)COC(=O)CCc2ccc(S(=O)(=O)N3CCOCC3)cc2)c(C)c1	4	1	4	-9	-1	-6	2.3	-6	2	-5
CC(NC(=O)c1cccc(S(=O)(=O)N2CCN(Cc3ccccc3)CC2)c1)c1ccc(Cl)cc1 (stereo unspecified)	1	4	3	5	5	-14	-1.0	-32	-2	-19
CCCC(=O)OCCNc1cc(SCc2ccco2)c2nonc2c1[N+](=O)[O-]	14	2	4	10	19	20	-0.5	32	13	12
COc1ccc(NC(=O)c2sc3ncnc(N4CCN(c5ccccn5)CC4)c3c2C)cc1Cl	-1	28*	4	12	12	0	-0.5	3	8	-46
CN(Cc1ccc(F)cc1)C(=O)CN1C(=O)c2ccccc2S1(=O)=O	-1	-4	18*	-2	1	6	0.2	-1	-5	-2
CCCC1CCc2c(c3ccccc3[nH]c2=O)O1 (stereo unspecified)	2	0	6	0	0	-11	-0.6	-12	1	2
O=C(CO)N/N=C/c1ccccc1F	1	0	-1	4	36*	4	-1.9	4	-11	-1

Overlap with the part before: 2 entries, then new ones.
Molecule	PRMT1 inh	NR1D1 modulator	LEDGF integ inh	TCR-CD3 inh	rCAG RNA binder	mABHD4 FP	PG9 binder	HTRA1 inh	TDP2 inh	SIAE primary
CCCC1CCc2c(c3ccccc3[nH]c2=O)O1 (stereo unspecified)	2	0	6	0	0	-11	-0.6	-12	1	2
O=C(CO)N/N=C/c1ccccc1F	1	0	-1	4	36*	4	-1.9	4	-11	-1
CC1C(=O)CC(c2ccccc2)NC1c1ccccc1 (stereo unspecified)	-3	0	1	3	-4	0	1.6	-6	5	3
CCOC(=O)N1CCN(C(=O)Cn2cc3c(n2)CCCC3)CC1	0	-8	1	7	-1	2	1.2	-1	-3	0
O=C(NNc1c(F)c(F)cc(F)c1F)c1ccc(Cl)nc1	4	0	-5	-5	-3	8	0.0	2	4	3
COc1cccc(C(C(=O)NCc2ccccc2)N2CCN(c3ccccc3F)CC2)c1OC (stereo unspecified)	1	-3	0	4	-1	7	-0.6	nt	7	5
COc1ccccc1N(C)S(=O)(=O)c1ccc(C(=O)Nc2cc(F)ccc2C)cc1	3	-6	8	-6	2	-13	1.3	-16	4	-1
O=C(Nc1ccc(Nc2ccccc2)cc1)c1ccc(Br)o1	5	4	-4	-8	7	5	-1.8	10	2	13
Nc1nc2c(ncn2COC(CO)CO)c(=O)[nH]1	1	3	0	4	1	3	0.3	2	12	-3
COc1cccc(NC(=O)c2ccc3c(c2)C(=O)N(CC2CCCO2)C3=O)c1 (stereo unspecified)	1	-1	0	3	0	-11	-3.0	-3	-26	0
Cc1cc2oc(=O)cc(CN3CCOCC3)c2cc1C(C)C	-4	-4	0	9	-6	3	1.1	-1	-4	6
COCCNC(=O)C1CCCN(C(=O)c2ccc3sccc3c2)CC1 (stereo unspecified)	-4	-2	3	1	2	-1	-2.7	nt	-13	2
O=C(c1cccs1)N1CCCC(N2CCN(c3ccc(F)cc3)CC2)C1 (stereo unspecified)	-1	-3	1	-1	-4	-2	-2.2	2	20	0
CC1(C)CC2CC(C)(CN2C(=O)COc2cccc3ccccc23)C1 (stereo unspecified)	-6	2	3	5	1	-9	-0.5	-12	-18	1
O=C(OCCSCCOC(=O)C1CC=CCC1)C1CC=CCC1 (stereo unspecified)	1	2	0	-1	1	11	0.3	-1	3	-1
COc1ccc(OCCNC(=S)Nc2cccc3ccccc23)cc1	0	-3	1	5	6	1	-1.4	-16	-8	-1
C/C(=N\NC(=O)c1ccc(O)cc1)c1cccc(NC(=O)c2ccccc2C)c1	-1	3	2	5	-2	0	-1.3	-3	-15	13
O=C(CCN1CCCCC1)c1ccc2c(c1)OCO2	12	-5	1	9	0	0	0.2	-3	12	2
Clc1ccc(C2Nc3cccc4cccc(c34)N2)cc1	9	-3	-4	1	7	7	-0.8	3	1	1
CC(C)CNC1=CC(=O)CC(c2ccco2)C1 (stereo unspecified)	5	-19	0	3	4	22	-1.3	15	-1	6
Cc1c(NC(=O)c2ccccc2NC(=O)c2ccccc2)cccc1C(=O)O	4	-3	-2	-7	0	6	0.6	8	-3	-3
COc1cccc(N=C2SC(C(=O)Nc3ccccc3F)CC(=O)N2C)c1 (stereo unspecified)	3	5	-4	-4	-4	-3	-0.3	-10	1	2
CCCc1c(-c2ccc(Cl)cc2)ncn1CCc1ccccc1OC	3	-6	-4	-2	0	-3	0.5	nt	-5	0
O=C(NCCCN1CCOCC1)c1ccc(NS(=O)(=O)c2cccc([N+](=O)[O-])c2)cc1	1	1	-2	-2	1	-2	-3.5	1	-4	0
COc1cc(/C=N/NC(=O)c2ccncc2)ccc1Oc1ccc([N+](=O)[O-])cn1	0	1	2	-1	3	-3	-1.4	-6	2	1
CCc1cccc(OCCCCNCCCOC)c1	-4	3	3	1	3	8	-1.5	-2	8	6
COc1ccc(OCC(=O)OC(C)CN2CCCCC2)cc1 (stereo unspecified)	0	1	-5	0	-1	-3	0.6	5	6	-3
CCOC(=O)c1sc2nc(C)nc(N3CCN(c4ncccn4)CC3)c2c1C	10	7	1	2	-1	-13	1.4	3	-7	-3
O=C(CSc1nnc(-c2ccncc2)n1Cc1ccco1)Nc1cccc(O)c1	6	-2	8	-5	6	4	0.7	6	-11	-3
CC[C@H](NC(=O)[C@H](Cc1ccccc1)NC(=O)[C@H]1O[C@@H](n2cnc3c(=O)[nH]c(N)nc32)[C@H](O)[C@@H]1O)c1ccccc1	1	2	-5	2	14	-8	1.2	nt	-2	-2
CCCCN1C(=O)C(CC(=O)NC(c2ccccc2)c2ccccc2)CC(C(=O)N2CCOCC2)=C1C (stereo unspecified)	-1	0	3	4	0	-1	0.1	6	-13	5
CCc1[nH]nc2c1C(Cc1ccccc1)C(C#N)=C(N)O2 (stereo unspecified)	3	3	4	-5	0	3	-0.4	-2	-9	9
CC(C)=C1C2C=CC1C(C(=O)Nc1cccc(C)c1)C2C(=O)O (stereo unspecified)	14	-2	-1	1	1	2	-1.1	2	-1	1
Cc1cc(NC(=O)c2ccc(S(=O)(=O)N(C)C)cc2)no1	-3	3	3	-1	-5	-4	-1.8	-4	3	1
CC(=O)Nc1ccc(SCC(=O)OCC(=O)NC(=O)NC2CCCC2)cc1	-6	2	0	-1	-5	0	-0.5	9	2	2
Cc1ccccc1Oc1ncnc2sccc12	0	3	-6	-1	-1	-4	0.4	-1	10	-5
CCC(c1nnnn1-c1c(C)cccc1C)N1CCN(CCN2CCOCC2)CC1 (stereo unspecified)	-2	-8	-1	1	-1	2	0.2	nt	5	-2
COCCn1c(C)cc(C(=O)CSc2nc3ccccc3c(=O)[nH]2)c1C	3	-3	-1	6	0	-4	-2.8	1	-1	3
O=C1/C(=C/c2ccc(Br)cc2)Oc2cc(O)ccc21	6	-7	2	-5	10	-5	1.9	-14	4	0
COc1ccccc1NC(=O)CC1COc2ccccc2O1 (stereo unspecified)	3	-9	-1	6	5	-10	2.3	-3	-4	0
CCc1cccc(Nc2cc(C)nc3ncnn23)c1	-4	2	-3	9	0	-2	-0.7	0	5	8
O=C(OCCOc1ccc(Br)cc1)c1cnccn1	1	4	-2	-4	-5	-3	0.2	-2	0	1
C/C(=N\n1c(C)nc2ccccc2c1=O)c1ccc(C)o1	-3	1	-3	10	-3	12	-2.9	12	-7	-4
C=CCN=C1NC(c2ccccc2C(F)(F)F)C(C(=O)OC)=C(C)N1Cc1ccc(C(F)(F)F)cc1 (stereo unspecified)	-1	1	4	2	1	6	-0.6	nt	-9	-4
Cc1cc(C)c(N2CCN(S(=O)(=O)N3CCCCCC3)CC2)c(C)c1	-4	-6	1	0	-3	-3	-1.6	-11	5	10
CCOc1ccc(C(=O)CCCC(=O)c2ccc(OCC)cc2)cc1	-6	5	4	-1	-3	-5	-0.6	4	-27	5
Cc1ccc(NC(=O)CC2Oc3ccc(C)cc3NC2=O)cc1 (stereo unspecified)	4	-2	-1	-4	2	-7	-1.1	-4	2	-3
COc1ccc(Oc2c(C=O)c3ccccc3n2C)cc1	1	-5	-1	-6	4	-11	0.4	-8	-6	1
CSCC[C@H](NC(=O)OC(C)(C)C)c1nnc(SCC(=O)N(C)C)o1	1	-4	-5	5	-4	5	-0.3	2	-1	-4
CC(C)C[C@H](N)c1cn([C@@H](Cc2ccc(O)cc2)C(=O)N2CCNCC2)nn1	1	-5	-3	10	3	3	-0.1	0	-9	-1
O=C(CCCNS(=O)(=O)c1ccc(Br)cc1)N1CC[C@@]2(O)CCCC[C@H]2C1	4	-2	0	-5	-7	-1	1.2	2	-2	-1
COCCNC(=O)c1ccc2c(c1)S(=O)(=O)c1cc(Cl)ccc1C2=O	-2	0	-2	4	3	10	-2.9	3	-4	10
CCc1noc(C)c1C(=O)N1CCN(S(=O)(=O)c2c(C)cc(C)cc2C)CC1	-3	-7	4	3	-6	0	-0.5	5	-10	0
Cc1onc(-c2ccccc2)c1C(=O)N1CCN(C/C=C/c2ccccc2)CC1	0	-5	0	-6	-1	-5	0.1	2	-8	-4
Cc1nc2c(ccc3c2ccc2nc(C)sc23)s1	-3	-2	2	9	5	2	1.2	nt	11	3
C=CCOc1ccc(C2NC(=S)NC(c3ccccc3)=C2C(C)=O)cc1OC (stereo unspecified)	-1	-7	-1	2	0	4	2.0	-3	11	7
Cc1cc(C)c2c(n1)SCC(=O)N2CC(=O)Nc1ccc(F)cc1	-1	1	0	-4	6	7	-1.5	0	-8	-2
COc1cc(-c2csc(N3CCOCC3)n2)cc(OC)c1OC	0	-1	2	5	-5	6	0.5	6	-4	1
